Screens as filed in PubChem BioAssay.
RORa activator = activators of orphan receptor RORA, primary screen, cell-based, luminescence | Nuclear receptor ROR-alpha (Homo sapiens), P35398 | CHO-K1 Gal4-RORA LBD luciferase reporter; percent increase over mock-subtracted basal signal | activation, % at 10 µM | 65,000 tested, 1.5% active | AID 560, 2006;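 active means activation above the mean of all tested compounds plus 3 SD, cut at about 49% in these data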;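 further: 0% = DMSO-treated RORA cells and 100% = added signal equal to DMSO minus mock-transfected cells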
Target sequence (P35398 whole entry, looked up, the tested form may be a part): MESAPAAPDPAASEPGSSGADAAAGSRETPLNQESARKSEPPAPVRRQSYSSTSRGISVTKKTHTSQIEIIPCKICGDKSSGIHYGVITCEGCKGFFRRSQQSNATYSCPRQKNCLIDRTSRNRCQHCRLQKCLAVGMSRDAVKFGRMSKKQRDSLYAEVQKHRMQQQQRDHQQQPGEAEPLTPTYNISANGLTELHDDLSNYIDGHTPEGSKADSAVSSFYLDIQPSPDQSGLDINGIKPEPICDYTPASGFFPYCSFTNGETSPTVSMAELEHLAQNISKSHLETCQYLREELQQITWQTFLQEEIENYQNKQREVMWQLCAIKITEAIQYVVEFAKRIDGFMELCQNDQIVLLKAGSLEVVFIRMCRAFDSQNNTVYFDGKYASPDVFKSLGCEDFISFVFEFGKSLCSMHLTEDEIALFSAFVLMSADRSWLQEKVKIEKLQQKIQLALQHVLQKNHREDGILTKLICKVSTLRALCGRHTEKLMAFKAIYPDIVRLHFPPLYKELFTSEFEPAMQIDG
Ecoli tolC = growth inhibitors of E. coli tolC mutant, primary screen, strain BW25113 ΔtolC::kan, 384-well | OD615 | growth inhibition, % at 10 µM (by protocol) | 65,000 tested, 2.2% active | AID 573, 2007;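 active means growth inhibition at or above a cutoff equal to the mean over every tested compound plus 3 SD, cut at about 60% in these data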;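 further: growth measured after 20 h incubation at 37 °C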
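Test system – E. coli BW25113 ΔtolC::kan, tolC deletion mutant strain · Detection – OD at 615 nm · Buffer or medium – LB with kanamycin 50 µg/mL · Times – 20 h compound exposure of bacteria at 37 °C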
5-HT1A blocker = human 5-HT1a receptor antagonists, primary screen, cell-based, CHO, Ga15 NFAT-bla reporter; 5-hydroxytryptamine receptor 1A (Homo sapiens), P08908; CHO 5-HT1a Ga15 NFAT-bla reporter, antagonist mode; inhibition, % at 10 µM; 62,000 tested, 0.68% active;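 active means inhibition above the mean of all tested compounds plus 3 SD, cut at about 43% in these data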;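 further: receptor stimulated by 5-CT agonist at 100 nM near EC80; beta-lactamase reporter measured by ratiometric fluorescence of a cleavable substrate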
Target sequence (P08908 whole entry, looked up): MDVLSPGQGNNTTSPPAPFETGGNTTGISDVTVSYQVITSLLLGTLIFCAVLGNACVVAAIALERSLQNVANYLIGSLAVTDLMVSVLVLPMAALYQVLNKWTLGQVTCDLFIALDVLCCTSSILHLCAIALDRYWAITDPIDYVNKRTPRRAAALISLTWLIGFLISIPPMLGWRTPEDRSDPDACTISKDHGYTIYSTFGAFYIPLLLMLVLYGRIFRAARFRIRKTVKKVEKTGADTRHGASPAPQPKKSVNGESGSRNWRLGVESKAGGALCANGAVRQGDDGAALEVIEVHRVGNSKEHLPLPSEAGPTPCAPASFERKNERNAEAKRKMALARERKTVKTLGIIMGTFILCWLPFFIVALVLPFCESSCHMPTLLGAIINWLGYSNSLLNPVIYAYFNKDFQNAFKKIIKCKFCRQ
SF1 activator = activators of human SF-1, primary screen, cell-based, CHO-K1, Gal4-SF-1 LBD, luciferase luminescence. AID 522, 2006. Steroidogenic factor 1 (Homo sapiens), Q13285. activation, % at 10 µM. 65,000 tested, 1.9% active. CHO-K1 Gal4-SF-1 LBD luciferase reporter; % increase over DMSO SF-1-specific signal;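 active means activation above the mean activation of all tested compounds plus 3 SD, cut at about 50% in these data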
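Assay system: CHO-K1 cells co-transfected with Gal4 DBD–human SF-1 LBD, 5xGal4 luciferase reporter; doses: 10 µM only; incubation: 20 h compound exposure at 37 °C after 1 h cell settling; signal: luciferase light emission; evaluation: percent activation versus DMSO; repeats: one test per compound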
5HT1a ag = human 5-HT1a receptor agonists, primary screen, cell-based, CHO, Ga15 NFAT-bla reporter; 5-hydroxytryptamine receptor 1A (Homo sapiens), P08908; CHO 5-HT1a Ga15 NFAT-bla reporter, FRET ratio; 0% basal, 100% maximal reference agonist; activation, % at 10 µM; 65,000 tested, 0.56% active; AID 567, 2006;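 active means activation above the screen-wide mean activation plus 3 SD, cut at about 19% in these data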;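 further: 0% = DMSO wells and 100% = 5-CT at EC100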
MMP13 inh = human MMP13 inhibitors, primary screen, biochemical, FRET peptide cleavage; MMP-13 fTHP FRET cleavage, Mca fluorescence; inhibition, % at 4 µM; 65,000 tested, 0.07% active; AID 570, 2006;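 active means inhibition above the mean of compound-free control plate wells plus 3 SD, cut at about 14% in these data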;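 further: 0% = DMSO wells and 100% = wells with reference MMP-13 inhibitor after basal subtraction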
NADH coupling = inhibitors of PK/LDH coupling enzymes, profiling panel, artefact control, biochemical, MLSMR library; coupled PK/LDH NADH assays, four targets; IC50, µM (doses to about 10 µM), inactives show at the highest dose inhibition; 65,000 tested, 0.02% active; AID 774, 2007;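 active means single-dose screening hits from any of four coupled enzyme assays that gave an IC50 when retested across doses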;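 further: the DPM-DC format reads NADH fluorescence rather than 340 nm absorbance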
HTR1E agonist = 5-HT1E receptor agonists, primary screen, cell-based, HTS; 65,000 tested, 0.69% active; 5-hydroxytryptamine receptor 1E (Homo sapiens), P28566; activation, % at 6 µM; CHO 5-HT1E Ga15 NFAT-bla reporter, FRET; 0% DMSO wells, 100% control agonist wells;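 active means activation above a set limit, the screen-wide mean activation plus 3 SD, cut at about 8.5% in these data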;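 further: 100% = positive control agonist at 1 µM giving full maximal response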
5HT1E antag = 5-HT1E receptor antagonists, primary screen, cell-based, HTS; CHO 5-HT1E Ga15 NFAT-bla reporter, FRET, antagonist; 65,000 tested, 0.99% active; 5-hydroxytryptamine receptor 1E (Homo sapiens), P28566; inhibition, % at 6 µM;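 active means inhibition above a set limit, the mean inhibition across every tested compound plus 3 SD, cut at about 29% in these data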;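 further: signal is the 460 over 535 nm emission ratio of beta-lactamase substrate; 0% = agonist plus DMSO wells and 100% = wells without agonist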
* = called active by the depositor; / = not tested or not shown; [ ] = dose if it differs, or a comment.

SMILES,RORa activator,Ecoli tolC,5-HT1A blocker,SF1 activator,5HT1a ag,MMP13 inh,NADH coupling,HTR1E agonist,5HT1E antag
NC1=NC(=O)CC(C(=O)NCCc2ccccc2)S1 (centres undefined),-4,-11,1,-8,0.9,6,1%,0.3,-1
CCN=c1sc(C(=O)NCCc2ccccc2)cc(=O)n1CC,6,23,7,-11,-2.8,5,8%,-0.6,10
O=C(NCc1cccnc1)c1cccc(Cl)c1,-9,-3,9,1,-1.0,2,3%,-2.2,1
CC(=O)Nc1ccc(S(=O)(=O)N2CCSC2c2ccccc2Cl)cc1 (centres undefined),-6,13,12,-8,-1.4,0,0%,-0.9,35*
O=C(CN1C(=O)NC(Cc2ccccc2)C1=O)Nc1ccccc1 (centres undefined),-12,-3,8,20,2.1,4,3%,0.0,12
CC(C)CCN1CC(C(=O)NCCC2=CCCCC2)CC1=O (centres undefined),3,0,2,35,-0.7,1,7%,0.6,1
COC(=O)CC1=C(C(=O)OC)C(c2cccc(OCC(N)=O)c2)C(C#N)=C(N)O1 (centres undefined),-8,1,/,0,-2.2,-6,3%,0.2,-1
CCOc1nc(-c2ccccc2)ccc1-c1noc(COC)n1,3,19,-24,-5,-0.4,-3,1%,-1.3,10
Clc1cccc(-c2nn3c(COc4ccccc4)nnc3s2)c1,2,20,/,17,-1.0,1,2%,-0.9,-4
CCn1c2ccccc2c2cc(C3C(C#N)=C(C)NC(C)=C3C#N)ccc21,-3,9,-7,1,-2.9,-13,6%[fluoresces],0.5,7
CCOC(=O)C(C)(C)Sc1nc2c(cnn2-c2ccc(C)cc2)c(=O)[nH]1,-3,0,3,0,1.8,4,2%,0.0,-6
COCCOC(=O)c1[nH]c2c(c1C)C(=O)CC(c1ccc(N(C)C)cc1)C2 (centres undefined),14,13,4,8,-6.0,-8,3%,-0.3,9
CN(C1CCCCC1)S(=O)(=O)c1ccc(NC(=O)c2ccco2)cc1,-4,36,-7,-2,1.1,2,10%,1.3,-1
O=C(CN1CCOc2ccccc21)NCc1ccccc1,26,-8,-10,8,-0.1,-8,10%,0.5,0
Cc1c(-c2cccs2)[n+](=O)c2c(n1[O-])CCC2,-7,-22,-1,10,1.1,0,7%,-0.4,-5
CCCCC(=O)c1c(C)cc(C)[nH]c1=O,-2,11,/,5,-0.2,-3,4%,-1.0,7
Nc1ccc2oc(-c3cc(Br)ccc3Cl)nc2c1,-58,3,/,-22,-3.3,3,3%,0.2,22
CC1=C(C)[N+](=O)C2CCCCC2N1[O-] (centres undefined),3,-9,-1,0,-3.5,4,1%,-0.2,2
O=C(NCCC1=CCCCC1)C1CCN(S(=O)(=O)c2cccc3nonc23)CC1,7,-18,-9,9,1.8,5,1%,1.5,-1
Cc1ccc(S(=O)(=O)Cn2nnnc2C(c2ccc(F)cc2)N2CCC(C(N)=O)CC2)cc1 (centres undefined),-6,-6,-8,-10,-1.1,-2,8%,-0.1,-5
O=C(O)CNC1=NCCC1,15,-2,0,-15,-2.6,5,5%,-0.5,7
COc1ccc2nc(-c3ccccc3)[nH]c2c1,0,39,11,5,-2.1,-296[fluorescence artefact?],4%[fluoresces],-0.4,6
CCOc1ccc(Cn2nnc(C(=O)Nc3cc(C)cc(C)c3)c2N)cc1,6,7,13,3,1.7,-5,2%,1.2,11
CC(C)n1c(SC2C(=O)CC(C)(C)CC2=O)nc2c1c(=O)n(C)c(=O)n2C,13,-24,-13,0,1.0,2,5%,0.7,-6
CN(Cc1ccccc1)Cc1nc2c(c(=O)n(C)c(=O)n2C)n1Cc1ccccc1Cl,7,5,-4,-6,1.3,-10,6%,0.1,7
O=S(=O)(c1ccc2c(c1)nc(COc1ccc(Cl)cc1)n2CC1CCCO1)N1CCOCC1 (centres undefined),7,17,5,-3,-2.7,0,2%,1.4,4
Cc1ccc(C)c(/C(O)=C2\C(=O)C(=O)N(CCCN3CCOCC3)C2c2cccnc2)c1 (centres undefined),-6,-13,0,26,-2.7,2,1%,-0.5,2
COC(=O)c1c(NC(=O)C2CC2)sc2c1CCN(C(C)=O)C2,-17,2,-6,-7,-1.4,3,7%,0.2,-14
O=C(NC1CC1)C1C2C3C4CC5C3C5C4C12 (centres undefined),3,-13,5,-8,-0.8,0,9%,-0.5,3
CCCCCCn1c(CN2CCN(CCO)CC2)nc2c1c(=O)n(C)c(=O)n2C,4,-12,3,2,-1.0,1,10%,1.2,12
COC(=O)c1c(-c2cccs2)csc1NC(=O)CN1CCOCC1,19,19,-1,0,3.4,-2,5%,-0.3,22
COc1cccc(C2CC(=O)N3CN(c4ccccc4F)CSC3=C2C#N)c1 (centres undefined),11,5,0,19,1.6,-2,1%,0.0,7
Cn1c(=O)[nH]c(=O)c2c1nc(Br)n2CCOc1ccccc1,-18,0,3,-19,-0.5,-1,1%,1.6,5
Cc1ccc(NC(=O)CCC(C(=O)O)N2C(=O)c3ccccc3C2=O)cc1 (centres undefined),9,-15,-3,0,-2.5,0,4%,0.1,-3
CSc1nc2nc3c(c(=O)n2[nH]1)CN(Cc1ccccc1)CC3,-2,-6,4,-5,-1.6,0,6%,0.0,6
O=C(Nc1ccccc1)c1ccc(NCc2cccnc2)c(S(=O)(=O)N2CCOCC2)c1,6,-9,1,-1,1.2,6,5%,-0.6,14
COc1ccc(-c2cn3c(C)c(C(=O)Nc4cccc(C)n4)sc3n2)cc1,-13,4,-10,19,-0.7,-2,3%,0.4,7
Cc1cc(=O)n2[nH]c(-c3ccc(F)cc3)nc2n1,-5,-8,-8,10,-2.2,-9,6%,-0.3,-2
Cc1cc(N2CCN(c3ccccc3)CC2)nc(-n2nc(C)cc2C)n1,13,71*,-22,-14,-0.1,-1,3%,0.4,3
Cc1n[nH]c(C)c1S(=O)(=O)N(CC(=O)NC1CCCC1)c1ccc(C(C)C)cc1,2,3,26,-8,-1.6,2,6%,0.1,-4
CCCCCn1c(=O)[nH]c2cc(C(=O)NCCN(CC)CC)ccc2c1=O,-12,-2,-8,-3,-1.2,-14,5%,-0.9,-9
COc1ccc(N2CCN(CCNC(=O)C3CCN(S(=O)(=O)c4cccs4)CC3)CC2)cc1,-32,-20,-4,6,-0.3,2,7%,-0.7,-4
O=C(c1ccco1)N1CCN(C(=O)c2cc(-c3ccccn3)nc3ccc(Cl)cc23)CC1,-26,10,9,-5,-2.0,-4,7%,0.1,2
Cc1ccc(S(=O)(=O)c2c(N)n(NC(=O)C3CC3)c3nc4ccccc4nc23)cc1,3,0,-10,-1,3.9,-462[fluorescence artefact?],14%[fluoresces],0.7,-7
O=C1Nc2ccccc2C(O)(C(=O)NCc2ccco2)N1c1ccc(Cl)cc1 (centres undefined),7,4,-2,15,-1.1,0,5%,-2.4,5
COc1ccc(NC(=O)C2CCCCN2S(=O)(=O)c2ccc(F)cc2)cc1 (centres undefined),12,11,-1,5,-2.4,3,1%,-1.1,-3
Cc1ccc2c(CC(=O)Nc3ccc(N4CCN(C)CC4)cc3C)coc2c1,11,6,12,10,0.9,6,4%,-0.3,-3
CCCCSc1nnc2nc(C)cc(C)n12,-14,-14,0,-8,0.0,-1,5%,0.6,2
CC(=O)Nc1ccc(NC(=O)Cn2cnc3c(cnn3C(C)(C)C)c2=O)cc1,-8,-7,-11,-1,-3.2,-5,4%,2.2,-1
O=C1c2ccccc2N2C(=O)c3ccccc3C2N1Cc1ccco1 (centres undefined),-11,6,15,-8,2.3,0,3%,-0.4,5
CC1=C(C(=O)NCc2ccccc2)C(c2ccccc2OCC(N)=O)NC(=O)N1 (centres undefined),-8,-20,-3,-4,-0.1,2,2%,0.2,2
O=C(Nc1ccccc1C(=O)N1CCOCC1)c1cccc(S(=O)(=O)N2CCCC2)c1,18,-18,-6,-11,-0.1,-1,4%,0.1,15
O=C(NCCn1ccc2ccccc21)C1CCCCC1,11,0,-15,16,-0.6,-2,5%,-0.6,-2
Cc1c(/C(O)=C2/C(=O)C(=O)N(CCCN3CCOCC3)C2c2ccncc2)cnn1-c1ccccc1 (centres undefined),-1,6,/,-2,0.5,3,4%,-1.1,4
O=C(c1cccs1)c1ccc(-c2cccs2)s1,-50,-11,15,-23,7.6,-22,18%,2.7,5
CCOC(=O)c1oc2cc(O)ccc2c(=O)c1-c1csc(C)n1,-16,-3,0,14,-4.2,4,5%,0.5,-9

(listing goes on)
SMILES,RORa activator,Ecoli tolC,5-HT1A blocker,SF1 activator,5HT1a ag,MMP13 inh,NADH coupling,HTR1E agonist,5HT1E antag
COc1ccc(Cl)cc1NC(=O)CSc1ncnc2c1oc1ccccc12,-13,-6,-1,20,-3.1,0,2%,0.4,-6
O=[N+]1C2=C(CCCC2)N([O-])C12CCCC2,-4,-28,7,23,-1.0,4,8%,-0.1,2
CC(=O)c1cccc(NC(=O)N[C@@H](CC(C)C)C(=O)O)c1,-9,-21,-10,4,-1.3,-4,5%,1.0,-8
NC(=O)c1ccccc1N=Cc1ccccn1,-24,-1,-6,2,-1.8,-48,7%[fluoresces],0.1,3
CCOC(=O)C1(c2nc(N)cs2)COC(=O)C1 (centres undefined),9,8,/,-5,1.6,1,7%,0.0,-8
O=C(Nc1cnccn1)c1ccncc1,-13,-17,10,9,1.2,8,4%,0.8,5
CC(C)Oc1ccccc1C1CC(=O)Nc2cc3c(cc21)OCO3 (centres undefined),-10,10,54*,-43,-2.5,-3,4%,1.4,61*
Cc1cc(NC(=O)CSc2nnc(COc3ccccc3)n2Cc2ccco2)no1,6,0,6,-12,-1.0,-2,7%,-0.8,-3
Cc1ccc2nsnc2c1NS(=O)(=O)c1c(C)ccc2nsnc12,9,8,-11,14,-0.6,2,8%,-0.5,4
CC1(C)CC(=O)c2cnc(N3CCN(c4ccccc4)CC3)nc2C1,4,-18,-8,1,2.3,2,4%,0.7,-3
CN1CC(=O)N(C)c2ncn(Cc3ccccc3)c2C1=O,19,-14,-10,-21,1.5,-1,6%,-1.3,-11
Cc1ccc(NC(=O)C(C)Sc2nnc(-c3cccnc3)o2)cc1 (centres undefined),0,-23,-9,-3,-2.5,0,4%,-0.9,-1

Quoted at random: two entries already listed.
SMILES,RORa activator,Ecoli tolC,5-HT1A blocker,SF1 activator,5HT1a ag,MMP13 inh,NADH coupling,HTR1E agonist,5HT1E antag
Cc1ccc(NC(=O)C(C)Sc2nnc(-c3cccnc3)o2)cc1 (centres undefined),0,-23,-9,-3,-2.5,0,4%,-0.9,-1
CC1(C)CC(=O)c2cnc(N3CCN(c4ccccc4)CC3)nc2C1,4,-18,-8,1,2.3,2,4%,0.7,-3
